Bioassay records as filed in PubChem.
MEKK2mut PB1 HTS = MEK5 binding signal on mutant MEKK2 PB1, primary screen, biochemical, multiplex bead flow cytometry, Alexa488-MEK5; AID 1530, 2009; Alexa488-MEK5 binding to MEKK2 mutant; hit rate 0.35% among 290,000; percent response, % at 10 µM; in the data active = percent response above about 24%, passing the limit was not always enough; note: inactives centre near 1; some results filed as inactive read as strong as hits
MEKK3 PB1 HTS = modulators of MEKK3-MEK5 PB1 binding, primary screen, biochemical, wildtype MEKK3, multiplex bead flow cytometry, Alexa488-MEK5. Mitogen-activated protein kinase kinase kinase 3 (Homo sapiens), Q99759. bead-based flow cytometry, Alexa488-MEK5 binding to MEKK3; actives lie on both sides; 0 = blocked by unlabeled MEK5, 100 = vehicle. binding response (% of control), % at 10 µM. hit rate 1.4% among 290,000. AID 1529, 2009;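 active = binding response more than 3 SD above or below the average of its plate-row segment, actives on both sides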;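 note: Alexa488 bead fluorescence after subtracting the streptavidin-only scavenger bead signal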
Target sequence (Q99759 whole entry, looked up): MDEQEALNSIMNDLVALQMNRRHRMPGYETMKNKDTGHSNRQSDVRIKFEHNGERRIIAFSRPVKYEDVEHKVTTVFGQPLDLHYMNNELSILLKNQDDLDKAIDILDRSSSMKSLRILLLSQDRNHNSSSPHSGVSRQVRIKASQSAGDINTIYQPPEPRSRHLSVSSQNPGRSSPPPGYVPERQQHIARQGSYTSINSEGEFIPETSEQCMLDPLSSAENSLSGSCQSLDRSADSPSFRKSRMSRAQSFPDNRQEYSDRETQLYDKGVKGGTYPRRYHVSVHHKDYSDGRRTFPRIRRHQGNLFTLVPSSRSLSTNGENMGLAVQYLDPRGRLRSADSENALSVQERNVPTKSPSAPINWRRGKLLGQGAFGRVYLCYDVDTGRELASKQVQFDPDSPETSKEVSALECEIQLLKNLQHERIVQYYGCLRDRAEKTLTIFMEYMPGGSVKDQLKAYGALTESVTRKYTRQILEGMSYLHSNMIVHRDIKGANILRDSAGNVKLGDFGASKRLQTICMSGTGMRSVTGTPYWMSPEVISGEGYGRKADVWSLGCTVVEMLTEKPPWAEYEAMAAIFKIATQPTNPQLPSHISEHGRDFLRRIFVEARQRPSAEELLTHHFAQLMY
GalR3 antag = GalR3 antagonists in HEK293 cells, primary screen, cell-based, fluorescence readout | HEK293 GalR3-CNG cAMP membrane potential fluorescence; galR3 body fused to GalR1 C-terminus | inhibition, % at 3 µM | hit rate 0.44% among 360,000;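 active = inhibition above the screen-wide average plus 3 SD, cut at about 13% in these data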;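 note: forskolin and galanin both at EC90 stimulate the cells; cAMP rise reported by CNG channel membrane potential dye signal; 0% = forskolin plus galanin with DMSO and 100% = forskolin alone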
Target sequence (O60755 1-299 limits assumed): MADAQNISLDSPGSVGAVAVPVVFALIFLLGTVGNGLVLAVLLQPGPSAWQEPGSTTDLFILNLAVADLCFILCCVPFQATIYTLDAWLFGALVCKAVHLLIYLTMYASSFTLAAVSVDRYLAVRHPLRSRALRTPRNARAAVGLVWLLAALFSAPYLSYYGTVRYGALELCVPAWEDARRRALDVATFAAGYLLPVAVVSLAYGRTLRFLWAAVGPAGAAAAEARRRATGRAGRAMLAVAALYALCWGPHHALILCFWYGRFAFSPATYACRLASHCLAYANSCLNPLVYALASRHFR
CRFBP-R2 block = antagonists of CRF-BP/CRF-R2 complex, primary screen, cell-based, HEK293, calcium dye fluorescence, uHTS; CRF-induced calcium fluorescence; inhibition, % at 11.8 µM; hit rate 0.59% among 350,000; AID 588475, 2011;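 active = inhibition of the ligand-induced calcium signal above about 50% at the single tested concentration, limit read from the data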
NS3 helicase inh = inhibitors of HCV NS3 helicase, primary screen, biochemical, Cy5 molecular beacon fluorescence. Hepatitis C virus NS3 helicase. NS3 helicase DNA unwinding. inhibition, % at 10.9 µM. hit rate 0.56% among 290,000. AID 1800, 2009;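 active = inhibition above the mean of all tested compounds plus 3 SD, set per campaign, cut at about 35% in these data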;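 note: 0% = DMSO wells and 100% = thioflavine S control wells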
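test system = hepatitis C virus NS3 helicase domain fragment enzyme | reagent = annealed dual-labelled DNA beacon duplex, ATP-started | times = 1 h at 25 °C | detection = Cy5 fluorescence, 0 and 60 min reads | read-out basis = percent inhibition from t60/t0 fluorescence ratio | control set = DMSO and thioflavine S | replication = one well per compound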
CRFR2-BP ag = agonists of CRF-BP/CRF-R2 complex, primary screen, cell-based, HEK293, calcium dye fluorescence, uHTS. CRF-binding protein / CRF receptor 2 complex (human). calcium dye fluorescence (FLIPR); percent of saturating CRF peptide response. activation, % at 13.2 µM. hit rate 0.46% among 350,000. AID 588473, 2011;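 active = activation of at least 50%, plus an integration ratio under a set limit after plate pattern correction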;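 note: plate controls were neutral control wells without compound for no effect and CRF at EC100 for full effect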
UBC9 SUMO inh = inhibitors of in vitro SUMOylation cascade, primary screen, biochemical, HTRF, uHTS; SUMO-conjugating enzyme UBC9 (Homo sapiens), P63279; HTRF SUMOylation assay, SAE1/SAE2 + UBC9; inhibition, % at 35 µM; hit rate 0.36% among 290,000; AID 2006, 2009; in the data active = inhibition above about 50%, passing the limit was not always enough; note: strong numbers were not always called active
Target sequence (P63279 whole entry, looked up): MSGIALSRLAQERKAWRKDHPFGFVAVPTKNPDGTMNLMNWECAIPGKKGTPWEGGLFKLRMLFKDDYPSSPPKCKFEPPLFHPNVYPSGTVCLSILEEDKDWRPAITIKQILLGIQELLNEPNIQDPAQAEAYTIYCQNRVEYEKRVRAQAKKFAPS
MEKK2wt PB1 HTS = modulators of MEK5 binding to wildtype MEKK2, primary screen, biochemical, multiplex bead flow cytometry, Alexa488-MEK5 | Mitogen-activated protein kinase kinase kinase 2 (Homo sapiens), Q9Y2U5 | Alexa488-MEK5 binding to MEKK2 WT; actives lie on both sides | binding response (% of control), % at 10 µM | hit rate 1.1% among 290,000 | AID 1531, 2009; in the data active = binding response below about 67% or above about 130%
DNA FID counter = compounds displacing fluorescent DNA intercalator, primary screen, artefact control for HCV NS3 helicase inhibitor project, biochemical, FID fluorescence | hit rate 0.17% among 290,000 | DNA fluorescent intercalator displacement | AID 1845, 2009 | inhibition, % at 7.9 µM; in the data active = inhibition above about 37%;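 note: 0% = vehicle and 100% = reference compound; higher means more ethidium bromide displaced from hairpin DNA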
Numbers without * were called inactive; . = not tested or not shown; [ ] = remark or other dose. The list is partial; count on the stated rates, not on these rows.

SMILES | MEKK2mut PB1 HTS | MEKK3 PB1 HTS | GalR3 antag | CRFBP-R2 block | NS3 helicase inh | CRFR2-BP ag | UBC9 SUMO inh | MEKK2wt PB1 HTS | DNA FID counter
O=C(NC1(C(F)(F)F)Oc2ccc(Cl)cc2O1)N1CCC2(CC1)OCCO2 (configuration not stated) | 3 | 114 | -4 | 1 | -1 | -0.7 | -17 | 111 | 1
Cc1ccc(N2C(=O)NC(=O)/C(=C\c3cccn3C(C)(C)C)C2=O)cc1 | -15 | 83 | 5 | -17 | -3 | 1.7 | 11 | 82 | -15
COc1ccc(-c2nc(CS(=O)CC(=O)N3CCC4(CC3)OCCO4)c(C)o2)cc1 (configuration not stated) | -2 | 103 | -2 | 8 | 2 | 0.1 | -5 | 103 | -23
CCOP(=O)(OCC)C(NC(=O)c1cccc2ccccc12)C(Cl)(Cl)Cl (configuration not stated) | 5 | 102 | 2 | -9 | -7 | 1.0 | -11 | 102 | -5
O=C(Nc1cccc2ccccc12)c1nn(C23CC4CC(CC(C4)C2)C3)cc1Br | 8 | 108 | -3 | -11 | 9 | 1.1 | 20 | 98 | 5
COc1ccc(-c2nn(CCC#N)cc2C(=O)O)cc1 | 0 | 103 | -2 | 7 | -2 | -4.4 | 3 | 101 | 0
COc1cc(/C=C2\C(=O)NC(=O)N(CCc3ccc(F)cc3)C2=O)ccc1O | 6 | 97 | -3 | -12 | 7 | 2.4 | -1 | 98 | -12
CN(C)C(=O)OCc1n(C)cc[n+]1C | -1 | 102 | -12 | -19 | -3 | -1.3 | -13 | 101 | -3
CC(=NCCO)c1c(O)n(C2CCCCC2)c(=O)[nH]c1=O | -5 | 93 | -3 | -8 | -2 | 1.1 | 30 | 96 | -6
CN(C)c1ccc(C(=O)N/N=C/C23CC[C@@H](O)CC2(O)CC[C@@H]2[C@@H]3CCC3(C)C(C4=CC(=O)OC4)CCC23O)cc1 (some centres not stated) | 0 | 102 | 42* | 54* | 1 | 2.2 | -14 | 102 | -44
C=CCN=C(SCC(=O)c1ccc(Cl)cc1)c1c(O)n(C)c(=O)n(C)c1=O | 1 | 96 | -5 | 1 | 13 | 0.0 | 13 | 99 | -17
Cc1ccc(C(=O)NC2CC3CCC(C2)N3)cc1 (configuration not stated) | 0 | 100 | -4 | -1 | -9 | 5.1 | -5 | 98 | 1
CC(=NCCCO)c1c(O)n(Cc2ccccc2)c(=O)[nH]c1=O | -1 | 94 | -2 | 3 | 0 | 2.5 | -6 | 97 | -4
C=CCn1c(O)c(C(CC)=NCCc2ccccc2)c(=O)[nH]c1=O | 5 | 104 | 0 | -11 | 0 | -1.5 | 2 | 105 | -16
C=CCn1c(O)c(C=NCCCOc2ccc(CC)cc2)c(=O)[nH]c1=S | 2 | 99 | -6 | 10 | -11 | -0.3 | -25 | 103 | -2
c1ccc(C2OCCN3CCCCC23)cc1 (configuration not stated) | -3 | 93 | -8 | 13 | 8 | 1.6 | -6 | 92 | -1
COc1ccc(N=Cc2c(O)n(Cc3ccccc3)c(=S)[nH]c2=O)c(OC)c1 | -7 | 100 | -2 | -44 | 4 | 44 | 38 | 84 | 0
CN(C)CP(=O)(O)CN(C)C=O | 4 | 102 | 6 | 7 | 1 | 0.1 | 7 | 109 | 2
Cc1ccc(-n2c(O)c(C=NCCCn3ccnc3)c(=O)[nH]c2=O)cc1 | -1 | 97 | 2 | 3 | -4 | -0.3 | 10 | 94 | -4
CCn1c(C(=O)N2CCC(C(=O)N3CCC4(CC3)OCCO4)CC2)cc2sccc21 | 4 | 102 | -10 | -9 | 2 | -4.9 | 20 | 103 | -36
CC(C)NC(=O)c1ccc(N2CC3CC(C2)c2cccc(=O)n2C3)c([N+](=O)[O-])c1 (configuration not stated) | 9 | 109 | 1 | -10 | 8 | -0.7 | -4 | 107 | -9
CCN1CCN(c2ncnc3ccc(Br)cc23)CC1 | 5 | 110 | -8 | 0 | 6 | 4.0 | 1 | 108 | 3
CN1CCC(O)(c2ccc(Cl)cc2)C(C(=O)c2ccc(Cl)cc2)C1 (configuration not stated) | 16 | 99 | -4 | -35 | 16 | -0.6 | -20 | 134 | 1
N=C1c2ccccc2CN1CC(=O)c1ccccc1 | 13 | 99 | 3 | -19 | -12 | 4.1 | -6 | 105 | 7
Cc1cc(C)cc(NC(=O)CCNC(=O)N2C[C@H]3C[C@@H](C2)c2cccc(=O)n2C3)c1 | 0 | 102 | -9 | 1 | 3 | 0.7 | -4 | 101 | -16
COc1ccccc1N1CCN(Cc2c(F)cccc2F)CC1 | 6 | 103 | . | -19 | -5 | 0.2 | 8 | 106 | -3
COC(=O)C(NC(=S)N1CC2C[C@@H](C1)Cn1c2cccc1=O)C(C)C (some centres not stated) | 3 | 102 | -7 | 2 | 16 | -0.6 | 5 | 101 | -2
O=P(O)(Oc1ccccc1)OC(c1ccccc1)C(F)(F)C(F)(F)F (configuration not stated) | 2 | 98 | -2 | 10 | 16 | 0.9 | 0 | 91 | -16
COc1ccc(/C=C/C(=O)NC(=S)N2C[C@H]3C[C@H](C2)c2cccc(=O)n2C3)cc1 | 2 | 104 | 1 | 2 | 7 | -0.2 | 6 | 101 | -21
CNC(=O)Oc1ccc(-c2cn3cc(Cl)ccc3n2)cc1 | 5 | 108 | 3 | 10 | 4 | -1.8 | 22 | 101 | 2
C=CCNC(=S)Nc1ccc(OC(=O)Nc2ccc(Cl)c(Cl)c2)cc1 | -24 | 81 | -10 | -3 | 14 | 2.1 | -9 | 76 | 7
CN1C(=O)N(C)C(=O)C2(Cc3c(ccc4ccccc34)N(C)C2)C1=O | -2 | 93 | -4 | -1 | -1 | -2.3 | 48 | 97 | -3
O=C1/C(=C\c2ccc(Cl)c(Cl)c2)N2CCC1CC2 | 16 | 121 | -2 | -17 | 16 | 0.1 | 12 | 113 | 0
O=C(C1c2ccccc2C(=O)N2CCc3ccccc3C12)N1CCC2(CC1)OCCO2 (configuration not stated) | 9 | 101 | 2 | -28 | 1 | 1.0 | 11 | 105 | -13
CN(C)C(Cc1ccccc1)C(=O)c1c[nH]c2ccccc12 (configuration not stated) | 5 | 105 | -13 | -17 | -27 | 0.3 | -13 | 119 | 6
COc1ccc(S(=O)(=O)NC(CC(=O)N2CCC3(CC2)OCCO3)c2ccco2)cc1 (configuration not stated) | -1 | 99 | 0 | 0 | 5 | -1.2 | -13 | 97 | -18
O=c1[nH]c(=O)n(Cc2ccc(F)cc2)c(O)c1C=NCC1CCCO1 (configuration not stated) | 6 | 109 | -2 | 2 | -3 | -0.6 | -14 | 112 | -8
Brc1ccc2[nH]cc(/C=N/N3CCCCC3)c2c1 | -2 | 94 | -6 | -39 | -3 | -0.2 | -15 | 100 | -1
CCCCC/C(=N\O)c1c[nH]c2ccccc12 | 4 | 109 | -2 | 1 | -1 | -0.7 | -11 | 106 | 5
O=C(c1ccccc1)c1cn(CC(=O)N2CCCC2)c2ccccc12 | 5 | 111 | . | 29 | -12 | -5.4 | 1 | 109 | -12
CC(=NCCN1CCCCC1)c1c(O)n(-c2ccc(Cl)cc2)c(=O)[nH]c1=O | 6 | 107 | -7 | 10 | 2 | 0.0 | -23 | 114 | 4
Fc1ccc(Cn2nnnc2C(c2ccc(F)cc2)N2CC=C(c3ccc(F)cc3)CC2)cc1 (configuration not stated) | 2 | 105 | -3 | 4 | -1 | 0.1 | -16 | 101 | 1
Clc1ccc2c(c1)C(OC1CN3CCC1CC3)c1ccccc1CS2 (configuration not stated) | 10 | 113 | -9 | -27 | -85 | -0.5 | -4 | 134 | 17
Cc1ccc(-c2nn(CCC#N)cc2C(=O)O)cc1C | -4 | 97 | -6 | 13 | -3 | 3.1 | 10 | 97 | -2
Cc1cc(/C=C2\C(=O)NC(=O)N(c3ccc(Cl)cc3)C2=O)c(C)n1-c1sc2c(c1C#N)CCCC2 | -7 | 92 | -6 | -34 | 28 | 11 | 26 | 80 | -18

Laid out differently: entries from further up
| Compound | MEKK2mut PB1 HTS | MEKK3 PB1 HTS | GalR3 antag | CRFBP-R2 block | NS3 helicase inh | CRFR2-BP ag | UBC9 SUMO inh | MEKK2wt PB1 HTS | DNA FID counter |
| --- | --- | --- | --- | --- | --- | --- | --- | --- | --- |
| Fc1ccc(Cn2nnnc2C(c2ccc(F)cc2)N2CC=C(c3ccc(F)cc3)CC2)cc1 (configuration not stated) | 2 | 105 | -3 | 4 | -1 | 0.1 | -16 | 101 | 1 |
| Clc1ccc2c(c1)C(OC1CN3CCC1CC3)c1ccccc1CS2 (configuration not stated) | 10 | 113 | -9 | -27 | -85 | -0.5 | -4 | 134 | 17 |
| COc1ccc(S(=O)(=O)NC(CC(=O)N2CCC3(CC2)OCCO3)c2ccco2)cc1 (configuration not stated) | -1 | 99 | 0 | 0 | 5 | -1.2 | -13 | 97 | -18 |
| Cc1ccc(-c2nn(CCC#N)cc2C(=O)O)cc1C | -4 | 97 | -6 | 13 | -3 | 3.1 | 10 | 97 | -2 |

Following part
SMILES | MEKK2mut PB1 HTS | MEKK3 PB1 HTS | GalR3 antag | CRFBP-R2 block | NS3 helicase inh | CRFR2-BP ag | UBC9 SUMO inh | MEKK2wt PB1 HTS | DNA FID counter
c1ccc(CN2CCN(Cc3ccc4ccccc4c3)CC2)cc1 | 6 | 99 | 10 | -5 | -41 | -0.6 | 6 | 107 | 25
CCOP(=S)(OCC)SCC(=O)NC(C)(CC)C(=O)O (configuration not stated) | 4 | 99 | 1 | -8 | 3 | 0.3 | 16 | 101 | -2
O=C1NC(=O)N(c2ccccc2F)C(=O)/C1=C/c1cn(CC(=O)N2CCOCC2)c2ccccc12 | -5 | 100 | -8 | -15 | 33 | 4.2 | 0 | 98 | -16
CC(=O)N1N=C2C3CCN(CC3)C2C1c1ccccc1 (configuration not stated) | -21 | 1.0*[inhibitor] | -7 | 26 | 5 | 0.8 | -28 | -2.0*[inhibitor] | -4
N#CC(C#N)=C(N)c1cccnc1 | -45 | 46*[inhibitor] | 0 | 2 | -9 | 0.5 | 16 | 57 | 1
CCOC(=O)c1[nH]ncc1CN1CCCC(C(=O)c2cccc(Cl)c2)C1 (configuration not stated) | -1 | 102 | -7 | -9 | 14 | 0.7 | 8 | 103 | -5
O=C1NC(=O)C(=Cc2ccc(-c3cc(Cl)ccc3[N+](=O)[O-])o2)C(=O)N1 | -12 | 92 | 2 | 15 | 14 | 12 | 21 | 87 | 15
COc1ccc2c(c1O)[C@]13CCN(C)[C@H](C2)[C@@H]1CCC(=O)C3 | -11 | 94 | 0 | 8 | 9 | 9.1 | 8 | 86 | 1
Cc1cc(C)n2nc(C)[n+](C)c2n1 | 2 | 99 | -4 | -4 | -9 | -1.2 | -15 | 103 | 5
CCCCCCN1CCN(c2ccc(Cl)cc2)CC1 | -9 | 81 | -6 | -11 | -5 | 0.3 | 3 | 89 | 5
